# Screens deposited in PubChem by several laboratories.
# AGP1 TOR yeast = modulators of TOR pathway AGP1-GFP in S. cerevisiae; S. cerevisiae AGP1-GFP multiplex flow cytometry, 3 h; GFP as percent of DMSO wells; GFP response vs DMSO, % at 10 µM; 320,000 tested, 0.02% active; AID 2066;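 active means GFP response relative to DMSO above a set limit, near screen average plus 3 SD, cut at about 150% in these data; inconclusive means fewer than 70 cells counted for the yeast strain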;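 further: median GFP channel fluorescence of the gated AGP1 strain per well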
# MEP2-GFP yeast = modulators of TOR pathway MEP2-GFP in S. cerevisiae; S. cerevisiae MEP2-GFP strain, flow cytometry GFP, 3 h; 100% = DMSO control level; GFP response vs DMSO, % at 10 µM; 330,000 tested, 0.51% active;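 active means GFP response versus DMSO above a set limit, roughly screen mean plus 3 SD, cut at about 180% in these data; inconclusive means fewer than 70 cells counted for a yeast strain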;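 further: median GFP fluorescence of the barcode-gated MEP2-GFP cells per well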
# VLA-4 inh = inhibition in a human VLA-4 binding assay; P13612; VLA-4 expressing cells, ligand binding flow cytometry; inhibition, % (about 7 µM as worked out from the volumes in the protocol); 330,000 tested, 0.2% active; AID 2557; in the data active means inhibition above about 50%
# RPL19A TOR yeast = yeast TOR pathway RPL19A-GFP modulation | 330,000 tested, 0.3% active | S. cerevisiae RPL19A-GFP strain, flow cytometry, 3 h; stronger effect = lower value | percent response vs DMSO, % at 10 µM;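 active means percent response vs DMSO below 50%; inconclusive means fewer than 70 events counted for the yeast strain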;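 further: median channel GFP fluorescence of the barcoded RPL19A-GFP strain; ratio of sample median GFP to plate DMSO average so 100% = DMSO; lower means less RPL19A-GFP as with rapamycin TOR inhibition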
# CIT2-GFP yeast = modulators of TOR pathway CIT2-GFP in S. cerevisiae; 320,000 tested, 0.065% active; GFP response vs DMSO, % at 10 µM; S. cerevisiae CIT2-GFP strain, flow cytometry, 3 h; 100 means same as DMSO wells; AID 2029;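 active means GFP response relative to DMSO above a set limit, near the screen mean plus 3 SD, cut at about 150% in these data; inconclusive means Fewer than 70 cells measured for a yeast strain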;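 further: ratio of well median GFP fluorescence to mean of DMSO wells on the plate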
# GRK2 inh = human GRK2 inhibition via aptamer displacement; inhibition of aptamer binding, % at 10 µM; P25098; 330,000 tested, 0.59% active; AID 488847; bead flow cytometry, FAM-aptamer displacement from GRK2;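 active means inhibition of aptamer binding above 40%, roughly 3 SD of noise, on plates passing a quality check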;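 further: median bead fluorescence of bound FAM aptamer so fluorescent compounds give negative values; no value below 0 was filed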
# LAP4-GFP MLPCN = modulators of TOR pathway LAP4-GFP in S. cerevisiae; 320,000 tested, 0.34% active; S. cerevisiae LAP4-GFP multiplex, flow cytometry GFP, 3 h; median GFP as percent of DMSO wells; GFP response vs DMSO, % at 10 µM;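 active means GFP response vs DMSO above a set limit, about the screen mean plus 3 SD, cut at about 150% in these data; inconclusive means under 70 cell events counted for the yeast strain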
# GASC-1 inh = inhibitors of human GASC-1 (JMJD2C) demethylase. GST-JMJD2C(1-420) H3K9me3 demethylation, DELFIA europium. AID 2099. inhibition, % at 2.35 µM. 330,000 tested, 0.069% active;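 active means more than half of a compound's replicate wells show inhibition beyond 50%, single wells judged on their own value; inconclusive means some, but no more than half, of replicates pass 50% inhibition; inactive means no replicate passes 50% inhibition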;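 further: signal counts dimethyl H3K9 product captured on neutravidin plate; 0% = median of DMSO wells and 100% = 0.3 times that DMSO median; strong numbers were not always called active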
# Target sequence (Q9H3R0 1-420 limits assumed): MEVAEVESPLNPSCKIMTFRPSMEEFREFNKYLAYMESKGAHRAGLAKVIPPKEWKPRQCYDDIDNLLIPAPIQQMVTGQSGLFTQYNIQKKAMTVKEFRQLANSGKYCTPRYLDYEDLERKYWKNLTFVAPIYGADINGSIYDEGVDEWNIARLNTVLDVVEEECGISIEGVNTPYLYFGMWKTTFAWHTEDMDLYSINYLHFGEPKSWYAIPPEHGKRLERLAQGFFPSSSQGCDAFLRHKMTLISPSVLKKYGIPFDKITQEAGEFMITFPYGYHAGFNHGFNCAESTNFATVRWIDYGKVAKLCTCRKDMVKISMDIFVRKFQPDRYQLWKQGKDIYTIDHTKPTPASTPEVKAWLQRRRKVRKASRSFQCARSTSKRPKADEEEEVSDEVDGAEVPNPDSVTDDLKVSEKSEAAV
# Numbers without * were called inactive; u = inconclusive; x = not tested or not shown; & = joins results of further samples.
SMILES,AGP1 TOR yeast,MEP2-GFP yeast,VLA-4 inh,RPL19A TOR yeast,CIT2-GFP yeast,GRK2 inh,LAP4-GFP MLPCN,GASC-1 inh
Cc1ccc(Cl)cc1NC(=S)Nn1cnnc1,104,98,-3,105,113,2,96,9
COc1ccc(C(=O)C2CCCN(S(=O)(=O)c3ccccc3F)C2)c(C)c1 (stereo not drawn),103,102,11,101,96,1,106,5
Cc1cc(NC(=O)Nc2cccc(Cl)c2)n(-c2ccccc2)n1,108,93,4,102,103,0,104,-4
O=C(NCc1nnc(SCC(=O)N2CCc3ccccc32)o1)c1cccs1,101,97,-2,102,98,3,92,-1
O=C1N=c2ccccc2=C1c1sc(=S)n(CC2CCCO2)c1O (stereo not drawn),102,101,-4,100,108,1,100,4
Cc1nn(Cc2ccc(F)cc2)c2sc(C(=O)Nc3ccc(N4CCOCC4)cc3N3CCOCC3)cc12,100,103,15,101,91,1,116,-8
COCCNc1nc(SCC(=O)N2CCN(c3ccccc3)CC2)nc2ccccc12,105,106,9,101,104,4,106,-5
Cc1ccc(Oc2ccc(NS(=O)(=O)c3cccc(C(=O)O)c3)cc2)cc1,105,108,8,101,117,0,93,1
Cc1ccc2nc(NC(=O)Cn3cc4c(n3)CCCCC4)sc2c1,98,97,23,97,101,1,99,5
CC(C)C(=O)Nc1cccc(NC(=O)c2ccc([N+](=O)[O-])cc2Cl)c1,100,107,x,104,97,1,100,0
Cn1cnnc1SCC(=O)Nc1ccc(Br)cc1F,x,98,4,99,97,1,101,-2
O=C(CNC(=O)c1ccccc1Cl)OCC(=O)N1CCc2ccccc21,102,103,9,101,99,1,108,7
COc1cccc(-c2csc(NNC(=O)c3cccs3)n2)c1,106,101,0,101,107,1,111,6
COc1cc(/C=C(\C#N)C(=O)N2CCCCC2)ccc1O,104,107,15,101,103,2,89,2
Cc1cc(NC(=O)CSc2nnc(Nc3ccccc3F)s2)no1,107,105,5,107,93,5,109,20
Cc1ccc(C(=O)/C=C/c2ccc3c(c2)OCCO3)c(O)c1,85,97,3,90,91,1,90,-2
COc1ccc(C)c2sc(NC(=O)C3CC3)nc12,93,101,-12,94,101,0,104,-7
N#CC(C(N)=O)=C1CCCCC1,103,94,16,99,92,1,106,0
CNS(=O)(=O)c1ccc(N2CCCC2=O)c([N+](=O)[O-])c1,107,106,12,101,108,1,98,3
CN=C(NC#N)NCCSCc1nc[nH]c1C,91,102,5,102,89,0,91,-22
CC1CCN(c2cc(N3CCN(C(=O)c4ccc(F)c(F)c4)CC3)c([N+](=O)[O-])cc2F)CC1,u,u,-12,u,u,3,u,-8
COc1ccccc1/C=N/NC(=O)c1ccc(CN2C(=O)c3cccc4cccc2c34)cc1,104,100,3,98,98,10,105,7
Nc1c(C(=O)N/N=C/c2ccc(OCc3ccccc3)cc2)cnn1-c1ccccc1,106,109,-8,106,103,0,107,-17
O=C(O)C1=C[C@@H](c2ccc(Br)cc2)C[C@@H](OCc2ccc(CO)cc2)O1,100,105,9,105,93,7,99,1
CN(CCO)S(=O)(=O)c1ccc2c(c1)C(=NN)c1cc(S(=O)(=O)N(C)CCO)ccc1-2,106,102,3,107,106,0,104,2
O=C(CCC(=O)Nc1ccc(Cl)cc1Cl)NNC(=O)[C@@H]1CCCC[C@@H]1C(=O)O,95,93,16,95,81,3,96,2
COc1ccccc1N=Nc1[nH]c2ccc(C)cc2c1O,102,102,6,105,100,2,112,-6
COc1ccc(C2(CNC(=O)c3ccco3)CCOCC2)cc1,108,107,3,105,108,0,102,-12
O=C(Nc1c(S(=O)(=O)c2ccc(Cl)cc2)csc1Br)c1ccccc1Cl,107,82,0,93,111,0,97,-5
Cc1cc(NC(=O)C(C)SCC(=O)Nc2ccc(SC(F)F)cc2)no1 (stereo not drawn),100,96,10,101,101,0,96,2
Cc1cccc(NC(=O)CNC(=O)Cc2ccc3c(c2)OCCO3)c1C,103,105,-20,105,106,2,103,x
O=C(O)c1nccnc1C(=O)Nc1ccc(S(=O)(=O)N2CCOCC2)cc1,109,105,-2,103,101,0,117,-2
CCOc1ccc(CCNC(=O)c2cccc(S(=O)(=O)N3CCN(C(C)=O)CC3)c2)cc1OCC,100,99,8,93,84,0,97,u
CCN(C(=O)c1cccc(Br)c1)C1CCS(=O)(=O)C1 (stereo not drawn),109,108,8,102,101,0,102,-17
COc1ccc(Cl)cc1NC(=O)CN1CCC(NC(=O)C2CC2)CC1,86,101,-6,94,90,0,94,-1
Oc1ccc(Nc2nc(-c3cccs3)cs2)cc1,96,79,2,102,116,5,89,22
Cc1ccc([N+](=O)[O-])cc1NC(=O)CSc1nnc(C)n1CC1CCCO1 (stereo not drawn),102,107,4,101,111,1,95,-4
CCOC(=O)c1nn(-c2ccc(Cl)cc2)c2nnc(Cc3ccc(C)cc3)c(=O)n12,98,88,11,102,91,1,93,2
COc1ccc(C(=O)NCCCN=C2NS(=O)(=O)c3ccccc32)cc1,102,103,-1,103,102,0,97,-1
CCN(CC)c1ccc(S(=O)(=O)N2CCOCC2)cc1NC(=O)CNCc1ccccc1,99,104,-7,101,93,0,95,6
CCOc1ccc(-n2c(SCC(=O)N3CCC(C(=O)O)CC3)nc3ccccc3c2=O)cc1,96,112,1,103,108,2,97,-5
CO[C@@]12[C@H](COC(N)=O)C3=C(C(=O)C(C)=C(N)C3=O)N1C[C@@H]1N[C@@H]12,94,95,31,101,92,0,103,x
CCCNC(=O)C(Cc1ccc(OC)cc1)NC(=O)c1ccc(C#N)cc1 (stereo not drawn),96,99,-10,94,89,1,97,13
COc1ccc(N2CCN(C(=O)c3cc4c(s3)-c3ccccc3OC4)CC2)cc1,111,100,-7,102,109,0,127,0
COc1ccccc1CNC(=O)c1ccc2nc(N3CCOCC3)sc2c1,100,106,4,102,98,0,97,-5
COC(C(=O)Nc1ccccc1F)c1ccccc1 (stereo not drawn),100,96,-7,95,96,0,99,-9
CSCC[C@H](NC(=O)c1ccc(OCC2CCCO2)cc1)c1nc2ccccc2[nH]1 (stereo partly drawn),104,98,0,93,99,0,101,1
Cc1ccc(N2C(=O)c3cccc(Oc4ccc(Cl)cc4)c3C2=O)c(C)c1,98,94,-20,97,94,2,97,-2
N=c1n(CCCOc2ccccc2Cl)c2ccccc2n1CC(N)=O,104,95,6,102,92,0,107,33
CCCOc1ccc(C2C(C(=O)c3ccc(C)o3)=C(O)C(=O)N2CCN2CCOCC2)cc1OC (stereo not drawn),x,102,4,97,100,0,97,3
C=C(C)CNC(=S)N/N=C(\C)c1ccc(-n2ccnc2)cc1,90,104,-1,90,104,0,92,3
CCC1CN(C(=O)N2CCC(C(=O)NCc3ccc(C)o3)CC2)c2ccccc2O1 (stereo not drawn),100,96,-6,96,103,1,95,0
CCOC(=O)C(NC(=O)Nc1ccc(F)cc1)(OCC)C(F)(F)F (stereo not drawn),105,106,15,103,107,3,103,3
COc1ccc(CCNC(=O)CSCc2c(F)cccc2Cl)cc1OC,101,100,-8,96,103,0,105,9
CCC(C)(C)n1nnnc1C(C(C)C)N1CCN(C(=O)c2ccco2)CC1 (stereo not drawn),102,103,4,104,111,1,91,6
CC(=O)Nc1ccc(S(=O)(=O)N2CCN(Cc3cccs3)CC2)cc1,x,90,2,88,92,0,93,70
C/C(=N\OC(=O)c1c(-c2ccccc2Cl)noc1C)c1nccs1,102,102,2,100,109,3,104,-8
O=c1nc2sc3ccccc3n2c(=O)n1-c1ccc(Cl)cc1,105,120,-10,106,104,0,99,75
Cn1nc(OCCOc2ccccc2)ccc1=O,97,97,0,94,98,1,93,8
Cc1nc(-c2cccc(NC(=O)c3ccco3)c2)cs1,75,91,12,105,97,0,74,0
# Continued.
SMILES,AGP1 TOR yeast,MEP2-GFP yeast,VLA-4 inh,RPL19A TOR yeast,CIT2-GFP yeast,GRK2 inh,LAP4-GFP MLPCN,GASC-1 inh
Cc1cc(NC(=O)c2cccc(S(=O)(=O)N3CCOCC3)c2)c2ccccc2n1,98,100,12,96,97,1,102,5
CCOC(=O)c1ccc(-c2ccc(/C=C(\C#N)C(=O)NCc3cccs3)o2)cc1,87,109,10,87,85,0,102,3
CCSc1nnc(NC(=O)C2(C)Cc3ccccc3C(=O)O2)s1 (stereo not drawn),112,105,-3,x,109,0,103,-1
NC(=O)CSc1nc(-c2ccccc2Cl)ns1,93,97,13,93,94,2,97,8
CCN(CC)C(=O)N1CCC(NC(=O)Cc2ccccc2)CC1,99,96,35,96,93,3,106,7
CC(C)C[C@@H](COc1ccccc1)N1CCN(Cc2ccccc2)CCC1=O,104,104,8,100,105,7,96,-7
O=C(CN1CCOCC1)N/N=C/c1c(O)ccc2ccccc12,102,107,33,107,107,1,89,13
O=C(CN1C(=O)CSCC1=O)Nc1ccc2c(c1)OCO2,110,112,0,115,108,0,100,0
c1ccc(C2=Nn3c(nnc3-c3cccs3)SC2)cc1,84,97,2,97,88,0,115,4
CC1CCCN(S(=O)(=O)c2ccc(C(=O)Nc3sc4c(c3C(N)=O)CCN(C)C4)cc2)C1 (stereo not drawn),99,98,-27,103,104,0,97,0
O=S(=O)(c1ccc2c(c1)CCCN2)N1CCCCC1,97,102,0,97,95,0,97,-1
O=C(Nc1ccc(Cl)cc1)Nc1cccc(C(=O)O)c1,99,100,16,100,99,1,99,19
Cc1noc(C)c1COc1ccc(C(=O)OC(C)C(=O)Nc2ccc(N3CCOCC3)cc2)cc1 (stereo not drawn),103,100,10,98,93,0,102,-6&45
COc1cc(/C=C2\SC(=S)N(NS(=O)(=O)c3ccc(C)cc3)C2=O)cc(OC)c1OC,100,99,6,96,89,4,102,0
Cc1ccccc1NC(=O)Cc1nc(COC(=O)CCC(=O)c2ccccc2)cs1,99,106,7,98,99,3,101,x
CCC(C)(C)NC(=O)C(c1ccc(F)cc1)N(Cc1ccco1)C(=O)CCC(=O)Nc1ccccn1 (stereo not drawn),103,102,7,104,97,0,99,-2&-8
COc1ccc(OCCOCCN2CCOCC2)cc1,104,101,-1,99,109,56*,95,2
CSc1n[nH]c(NC2=CC(=O)CCC2)n1,101,105,-1,101,102,0,93,23
O=C(c1ccc2c(c1)OCO2)C1CCCN(Cc2cn[nH]c2-c2ccccc2)C1 (stereo not drawn),109,102,4,106,101,0,93,-4
O=C(CNC(=O)N1CC(=O)Nc2ccccc21)Nc1cc(Cl)ccc1Cl,97,104,-5,96,105,3,91,4
CCOC(=O)c1c[nH]c2c(C)ccc(Cl)c2c1=O,96,98,5,101,93,1,103,-16
CC(Cc1ccsc1)NC(=O)CCc1nnc(COc2ccccc2)o1 (stereo not drawn),101,102,-3,108,106,2,92,2
COc1cc(Cl)c(NS(=O)(=O)c2cc3[nH]c(=O)c(=O)[nH]c3cc2C)c(OC)c1,106,104,-35,102,108,17,99,6
